# Assay outcomes (PubChem BioAssay)
# Yfh1-off respiration: enhancers of respiration in Yfh1-depleted yeast, dose response, Friedreich's ataxia, plus single-dose screen (AID 1465); fold induction at 50 µM; hits with a dose series show EC50 in µM; hit rate 0.074% among 220,000; S. cerevisiae Yfh1-off respiration, WST-1 reduction, 72 h; higher fold induction means a stronger effect;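 active means fold induction of absorbance versus untreated yeast above a set limit, then at least 30% activation at any dose in follow-up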;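 further: activators that raise dye reduction in frataxin-depleted yeast; strong numbers were not always called active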
# GPR55 beta-arrestin: GPR55 agonists via beta-arrestin recruitment, primary screen, imaging, U2OS cells, beta-arrestin-GFP redistribution (AID 1961); U2OS GPR55 beta-arrestin-GFP redistribution imaging; higher % means a stronger effect; activation, % at 10 µM, or EC50 in µM where a hit was titrated; hit rate 0.048% among 290,000;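 active means activation above 40% with more than 50 cells counted in the well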;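 further: U2OS osteosarcoma cells stably expressing GPR55 and beta-arrestin-GFP; plate controls were DMSO negative control for no effect and LPI positive control for full effect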
# KOR beta-arrestin-1: kappa opioid receptor activators – cell-based, luminescence, uHTS, primary screen (AID 1777); activation, % at 10 µM; hits with a dose series show EC50 in µM; KOR beta-arrestin recruitment, luminescence; higher % means a stronger effect; hit rate 0.02% among 280,000; in the data active means activation above about 50%, passing the limit was not always enough; further: a part of the inactive calls stands beside numbers as strong as those of hits
# KOR beta-arrestin-2: KOR antagonists, beta-arrestin recruitment, cell-based, luminescence, uHTS (AID 1778); KOR beta-arrestin recruitment, luminescence, antagonist mode; higher % means a stronger effect; one-dose inhibition, % at 10 µM; IC50 in µM for titrated hits; hit rate 0.091% among 290,000; further: strong numbers were not always called active
# NTR1 agonist: NTR1-driven beta-arrestin-GFP spot formation – imaging, U2OS cells, high content, primary screen (AID 493036); agonist mode; hit rate 0.17% among 330,000; P30989; activation, % at 20 µM;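 active means activation at or above 40% of the spot to cytoplasm intensity ratio, with at least 20 cells analyzed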;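 further: 0% = DMSO without peptide and 100% = 100 nM NTR1 peptide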
# Target sequence (P30989 whole entry, looked up): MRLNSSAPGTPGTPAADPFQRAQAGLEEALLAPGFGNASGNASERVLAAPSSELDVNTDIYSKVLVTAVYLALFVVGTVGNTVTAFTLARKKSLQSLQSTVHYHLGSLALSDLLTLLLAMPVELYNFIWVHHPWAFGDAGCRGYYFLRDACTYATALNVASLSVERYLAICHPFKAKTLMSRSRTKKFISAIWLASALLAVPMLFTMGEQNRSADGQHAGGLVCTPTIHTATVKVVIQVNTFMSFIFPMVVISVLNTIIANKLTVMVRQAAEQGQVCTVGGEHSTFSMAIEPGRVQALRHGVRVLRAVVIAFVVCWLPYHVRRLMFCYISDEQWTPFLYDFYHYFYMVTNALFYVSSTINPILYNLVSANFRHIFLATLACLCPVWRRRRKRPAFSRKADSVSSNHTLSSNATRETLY
# ER stress rescue: protection against thapsigargin-triggered cell killing – 384-well, CSM14.1, ATP luminescence, primary screen (AID 1222). cellular ATP content (survival), % at 20 µM; hits with a dose series show EC50 in µM. 190,000 tested, under 10 active. CSM14.1 thapsigargin-induced death rescue, ATP luminescence; higher % means a stronger effect;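 active means EC50 below 50 µM in the dose-response confirmation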;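 further: death triggered by thapsigargin at about 15 µM added after 2 h compound pretreatment; cell ATP read after overnight thapsigargin exposure of roughly 18 to 22 hours; normalized against plate controls of thapsigargin alone and 5% DMSO vehicle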
# NOD1 NF-kB reporter: inhibition of NOD1-driven NF-kB reporter – cell-based, luminescence, uHTS, primary screen (AID 1578) | hit rate 1% among 290,000 | NOD1-driven NF-kB luciferase reporter cells, luminescence; higher % means a stronger effect | inhibition, % at 4 µM; hits with a dose series show EC50 in µM; in the data active means inhibition mostly above about 36%, no sharp cut-off; inactive means mostly below about 34%;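 further: HEK-293T reporter cells stimulated with the NOD1 agonist gamma-tri-DAP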
# TNAP activation fold: stimulation of alkaline phosphatase TNAP activity – biochemical, luminescent, no phosphate acceptor, uHTS, primary screen (AID 1001) | purified TNAP, luminescent activation assay, no phosphate acceptor; higher activation fold means a stronger effect | activation fold at 20 µM, or EC50 in µM where a hit was titrated | hit rate 0.03% among 200,000; in the data active means activation fold from about 3, or a potency from the dose series; inactive means the rest, 99 in 100 with activation fold below about 1.6; further: many of its hits are not listed in these tables
# HEK293 NOD2/NF-kB: inhibition of NOD2-driven NF-kB reporter – cell-based, luminescence, uHTS, HEK293 (AID 1566); hit rate 0.63% among 290,000; HEK293 NOD2/NF-kB luciferase reporter, luminescence; higher % means a stronger effect; inhibition, % at 4 µM, or EC50 in µM where a hit was titrated; further: many of its hits are not listed in these tables
# NTR1 agonist cell count 20 µM: second read-out of NTR1 agonist, no call of its own (marks repeat the call); cell count; measured here: cell count, cytotoxicity flag
# * marks the source's active call; other numbers are inactive results; i = inactive; x = no result given; [ ] = another dose, or the depositor's remark. Unless noted, no stated cut-off is given here; in the data, active means inhibition above about 50%; inactive means the rest. An excerpt (hit frequency here may not be typical).
# The opening 3 entries, ahead of the listing:
SMILES,Yfh1-off respiration,GPR55 beta-arrestin,KOR beta-arrestin-1,KOR beta-arrestin-2,NTR1 agonist,NTR1 agonist cell count 20 µM,ER stress rescue,NOD1 NF-kB reporter,TNAP activation fold,HEK293 NOD2/NF-kB
COc1cccc(C(=O)N2C(C(=O)O)CSC2c2ccccc2Cl)c1 (stereo not drawn),i,-0.4%,2.6%,25%,1.6,66,-2.9%,0%,1,8%
O=C(O)CCC(=O)Nc1nc2nc(-c3ccccc3)cc(-c3ccccc3)n2n1,x,0.0%,0.4%,-35%,0.7,42,2.7%,7%,1,4%
COc1ccc(C(CC(=O)Nc2nccs2)C(C)C)cc1 (stereo not drawn),x,0.5%,3.6%,20%,0.0,98,x,0%,x,16%

# All compounds of this part, previewed entries included:
SMILES,Yfh1-off respiration,GPR55 beta-arrestin,KOR beta-arrestin-1,KOR beta-arrestin-2,NTR1 agonist,NTR1 agonist cell count 20 µM,ER stress rescue,NOD1 NF-kB reporter,TNAP activation fold,HEK293 NOD2/NF-kB
COc1cccc(C(=O)N2C(C(=O)O)CSC2c2ccccc2Cl)c1 (stereo not drawn),i,-0.4%,2.6%,25%,1.6,66,-2.9%,0%,1,8%
O=C(O)CCC(=O)Nc1nc2nc(-c3ccccc3)cc(-c3ccccc3)n2n1,x,0.0%,0.4%,-35%,0.7,42,2.7%,7%,1,4%
COc1ccc(C(CC(=O)Nc2nccs2)C(C)C)cc1 (stereo not drawn),x,0.5%,3.6%,20%,0.0,98,x,0%,x,16%
Cc1ccc(NC(=O)c2cc(S(=O)(=O)N3CCOCC3)cn2C)cc1Cl,x,0.7%,-7.1%,-5%[20 µM],2.9,42,x,-5%,x,16%
Cc1ccc(S(=O)(=O)NC(C)(C)CSc2nnc(N)s2)cc1,i,0.2%,2.9%,4%,-1.0,58,x,-26%,1.1,-15%
CC(=O)Oc1oc(-c2ccccc2)nc1/C=N/c1ccccn1,i,0.3%,3.2%,-10%,1.0,53,-1.0%,24%,1.1,-51%
O=C(N/C(=C\c1cccc([N+](=O)[O-])c1)C(=O)N1CCOCC1)c1ccc([N+](=O)[O-])cc1,i,-0.1%,x,-10%[20 µM],1.3,76,0.9%,-42%,1.1,5%
CC1(C)Cc2c(c(N3CCOCC3)nc3sc4c(NN)ncnc4c23)CS1,i,-0.1%,0.9%,-17%,1.1,77,-3.5%,8%,1,15%
COc1ccc(/C=N/NC(=O)CNc2c(Br)cc(C)cc2Br)c(C(=O)O)c1OC,i,-0.2%,-7.0%,11%,6.1,72,-1.9%,-11%,1.1,-6%
CC12CCCCC1NS(=O)(=O)OC2 (stereo not drawn),x,-0.1%,0.3%,-35%[20 µM],1.7,83,x,-31%,x,-13%
Cc1ccc(NC(=O)N2CCc3ccccc32)cc1C,i,0.2%,-5.0%,-2%,-1.2,91,-0.2%,0%,1.1,-209%
CCN1CCN(c2sc(S(C)(=O)=O)nc2S(=O)(=O)c2ccc(Cl)cc2)CC1,x,0.3%,0.4%,11%,1.7,74,x,6%,x,29%
Cc1cccc(C(=O)OCN2C(=O)c3ccccc3C2=O)c1[N+](=O)[O-],x,-0.2%,1.0%,8%,0.2,71,x,-10%,x,-17%
FC(F)Sc1ccc(NC(=S)NCc2ccccc2)cc1,i,-0.3%,-2.7%,-15%,2.2,92,-0.9%,-25%,1.1,-12%
CCCCCC(=O)N1CC2(CC(c3cccc(NC(=O)[C@@H]4CCC(=O)N4)c3)=NO2)C[C@@H]1C(N)=O (stereo partly drawn),i,-0.2%,6.8%,14%,-4.3,80,x,-14%,x,1%
Cc1ccc(S(=O)(=O)Nc2ccc(NC(=O)c3cccs3)cc2)cc1,i,0.2%,-0.9%,-35%[20 µM],2.4,35,-0.6%,-16%,1.1,10%
CCOc1ccc2nc(N(CCN(C)C)C(=O)c3ccc4c(c3)CCCC4)sc2c1,x,-0.1%,4.7%,-29%,5.6,51,x,-16%,x,6%
COc1ccc(/C=C(/NC(=O)c2ccccc2)C(=O)N2CCCC2)cc1OC,x,-0.3%,-3.7%,-2%,-0.2,57,x,-6%,x,10%
CSc1ncc(C(=O)Nc2ccc(C)cc2C)c(C)n1,x,-0.1%,2.8%,-15%,1.9,77,x,-8%,x,12%
COc1ccccc1CC1(C)NC(=O)N(CC(=O)N2CCc3ccccc3C2)C1=O (stereo not drawn),i,-0.1%,-1.4%,17%,-4.0,75,1.1%,8%,1.1,13%
O=C(c1ccco1)c1n[nH]nc1-c1ccccc1,i,0.1%,-2.2%,2%,2.8,42,x,-11%,1.1,3%
c1cnc(N2CCN(Cc3c[nH]c4ccccc34)CC2)nc1,i,-0.2%,3.2%,5%,2.4,51,-0.8%,9%,1.1,14%
Cc1ccc(S(=O)(=O)N2CCN(C(=O)CC(C)n3nc(C)c(Cl)c3C)CC2)cc1 (stereo not drawn),x,0.2%,1.2%,-18%,0.7,62,x,-18%,x,-7%
COc1ccc(C2CC(c3cccs3)=NN2c2ccccc2)cc1 (stereo not drawn),i,0.1%,-1.8%,9%[20 µM],2.2,56,-1.8%,-25%,1.4,-13%
Cc1ccc(CN2CCN(/N=C\C=C\c3ccccc3)CC2)cc1,i,0.1%,-1.1%,13%,1.1,63,1.0%,-27%,1.1,8%
Cc1c(NC(=S)Nc2ccccc2)c(=O)n(-c2ccccc2)n1C,i,-0.4%,-4.1%,5%,-0.3,44,-0.3%,-21%,1.1,1%
NC(=O)c1cc2ccccc2oc1=NCc1ccccc1,i,0.1%,-3.9%,-7%,9.2,61,-0.7%,x,1,-24%
O=S(=O)(NC1CCCC1)c1ccc(S(=O)(=O)N(Cc2cccs2)CC2CCCO2)cc1 (stereo not drawn),i,-0.1%,0.9%,-26%,3.2,52,0.2%,-1%,1.1,6%
COc1ccccc1CC(=O)O/N=C(\N)c1cccc([N+](=O)[O-])c1,i,-0.1%,-0.4%,17%,-0.7,63,-1.4%,-17%,1.1,-8%
CCOC(=O)C1=C(O)/C(=C\c2ccc(O)c(OCC)c2)N=C1C,i,0.6%,1.8%,28%,2.8,69,x,12%,x,15%
Cc1cc(NC(=O)CCC(=O)N(c2ccccc2F)C(C(=O)NC2CCCC2)c2ccccc2)no1 (stereo not drawn),x,0.5%,0.9%,-16%,1.8,30,x,-5%,x,-17%
Cc1c(Cl)cccc1NC(=S)NCc1ccccc1Cl,i,0.2%,2.6%,-29%,2.8,40,-4.2%,6%,1,-25%
O=C(NCc1ccc(F)cc1)C1CCN(S(=O)(=O)c2ccc(Br)s2)CC1,x,0.2%,-5.3%,-6%,-1.3,50,x,9%,x,-2%
CCCOc1ccc(C2C(C(=O)OC)=C(C)N=C3SCCC(=O)N32)cc1OCC (stereo not drawn),i,0.0%,-8.7%,16%,2.7,40,-0.5%,8%,1,19%
O=C(NCCS(=O)(=O)N1CCN(c2cccc(Cl)c2)CC1)c1cc(=O)c2ccccc2o1,x,-0.3%,-3.5%,-40%,2.6,69,x,28%,x,9%
Cc1ccccc1NC(=O)C1CC(=O)N(Cc2ccccc2)C1 (stereo not drawn),i,-0.1%,-5.3%,21%,1.9,38,0.7%,-4%,1,10%
O=C(c1ccc(CS(=O)c2ccccc2Cl)o1)N1CCOCC1 (stereo not drawn),x,-0.1%,-0.6%,3%,0.7,61,x,-30%,x,13%
Cc1ccccc1/C=N\NC(=O)c1csnn1,i,0.2%,-0.2%,-10%,-1.3,60,-3.4%,-8%,1.1,-30%
Nc1ccc2c(c1Cl)C(=O)c1ccc(N)c(Cl)c1C2=O,i,-0.1%,2.0%,16%,x,x,x,4%,x,-49%
Cc1ccc(S(=O)(=O)N[C@@H](C)C(=O)N2CCC(C(=O)N[C@@H](Cc3ccccc3)C(=O)O)CC2)cc1,x,0.3%,2.6%,-33%,0.7,53,x,-34%,x,-4%
COc1cccc(C(=O)Oc2ccc3ccc(=O)oc3c2)c1,x,-0.1%,0.5%,-2%,0.5,83,x,-9%,x,-8%
CN(C)c1ccc(CN(CC2CCCO2)C(=O)c2cccs2)cc1 (stereo not drawn),x,0.2%,4.7%,-39%,-0.8,65,x,5%,x,4%
Cc1ccc(-c2csc(NC(=O)c3ccc(S(=O)(=O)N4CCc5ccccc54)cc3)n2)cc1,x,-0.2%,-0.9%,-39%,0.6,63,-0.5%,8%,1,12%
CCCSc1nc2cc(C)c(C)cc2n1CC(O)CO (stereo not drawn),i,0.2%,3.1%,-25%,-2.5,74,-0.4%,-41%,1.1,-19%
COc1ccc(S(=O)(=O)NC(C)C(=O)NCc2cccnc2)cc1Cl (stereo not drawn),x,0.2%,6.3%,9%,-0.8,48,x,0%,x,0%
CC(=O)Nc1ccccc1C(=O)C(=O)NCCc1ccccc1,i,-0.3%,-2.4%,10%,-1.6,62,-1.2%,-12%,1.1,17%
COc1ccc(Cl)cc1NC(=O)NCc1ccc2c(c1)OCO2,x,0.0%,0.5%,-17%,0.6,59,x,-20%,x,22%
C/C(=N\NC(=O)c1sccc1C)c1ccncc1,x,0.0%,-3.3%,11%,0.4,65,x,-65%,x,-37%
O=C(NC1CCCC1)C(c1ccncc1)N(C(=O)c1csnn1)c1cccc(Cl)c1 (stereo not drawn),x,0.6%,5.9%,-44%,1.2,50,x,-4%,x,11%
COc1ccc(C(=O)n2nc(-c3ccccc3)nc2SC)cc1,x,0.0%,5.8%,-8%,x,x,-1.4%,10%,0.8,14%

# Other results
SMILES,Yfh1-off respiration,GPR55 beta-arrestin,KOR beta-arrestin-1,KOR beta-arrestin-2,NTR1 agonist,NTR1 agonist cell count 20 µM,ER stress rescue,NOD1 NF-kB reporter,TNAP activation fold,HEK293 NOD2/NF-kB
NNc1nc2c(F)cc(F)cc2s1,i,-0.3%,5.2%,-3%,0.2,75,-0.4%,7%,0.9,12%
Cc1cccc(NC(=S)N2CCN(c3ccccc3)CC2)c1,i,0.3%,x,-38%[20 µM],2.8,48,0.2%,-29%,1.2,-10%
COc1ccc(C2C(C(C)=O)=C(O)C(=O)N2c2nccs2)cc1OC (stereo not drawn),i,-0.5%,-0.1%,15%,x,x,2.1%,-27%,1.2,-12%
COC(=O)C1=CN(Cc2cccs2)C=C(C(=O)OC)C1c1cccc(O)c1,i,0.3%,-4.2%,4%[20 µM],-0.5,46,-0.6%,-14%,1.1,-2%
O=C(NN1CCOCC1)c1ccc(Cl)cc1,i,0.5%,1.1%,10%,-1.3,75,-3.7%,4%,1.1,20%
Cn1c(SCCSc2nnc(-c3ccccc3)n2C)nnc1-c1ccccc1,x,-0.2%,x,-9%,x,x,-1.8%,-11%,1.1,-4%
Cc1ccccc1N(C)C(=O)c1coc(=O)c2ccccc12,i,-0.1%,-4.1%,9%,-0.1,86,-0.6%,28%,1.1,21%
CCOc1ccccc1NS(=O)(=O)c1ccc2[nH]c(=O)ccc2c1,x,2.4%,-2.0%,-13%,-0.7,94,x,-2%,x,-1%
O=C(NCCc1ccc(F)cc1)N[C@@H](Cc1ccccc1)C(=O)O,x,-0.2%,1.5%,1%,1.3,82,x,-10%,x,-7%
